USP1-UAF1 inh = Inhibitors of USP1/UAF1: Primary Screen; Ubiquitin carboxyl-terminal hydrolase 1 (Homo sapiens), O94782; recombinant USP1/UAF1, Ub-Rhodamine cleavage fluorescence; Potency, µM (top dose mostly 57.1 µM), inactives show at the top dose activity change, negative = inhibition, hits mostly inhibitors; 390,000 tested, 0.23% active; AID 743255, 2014; also: potency is read from the fitted curve at half-maximal effect; % is scaled to controls: 0 for no effect and ±100 for the full control effect; nearly all actives have a fitted effect of over 60% in size; inactives centre near -12
Target sequence (O94782 whole entry, looked up): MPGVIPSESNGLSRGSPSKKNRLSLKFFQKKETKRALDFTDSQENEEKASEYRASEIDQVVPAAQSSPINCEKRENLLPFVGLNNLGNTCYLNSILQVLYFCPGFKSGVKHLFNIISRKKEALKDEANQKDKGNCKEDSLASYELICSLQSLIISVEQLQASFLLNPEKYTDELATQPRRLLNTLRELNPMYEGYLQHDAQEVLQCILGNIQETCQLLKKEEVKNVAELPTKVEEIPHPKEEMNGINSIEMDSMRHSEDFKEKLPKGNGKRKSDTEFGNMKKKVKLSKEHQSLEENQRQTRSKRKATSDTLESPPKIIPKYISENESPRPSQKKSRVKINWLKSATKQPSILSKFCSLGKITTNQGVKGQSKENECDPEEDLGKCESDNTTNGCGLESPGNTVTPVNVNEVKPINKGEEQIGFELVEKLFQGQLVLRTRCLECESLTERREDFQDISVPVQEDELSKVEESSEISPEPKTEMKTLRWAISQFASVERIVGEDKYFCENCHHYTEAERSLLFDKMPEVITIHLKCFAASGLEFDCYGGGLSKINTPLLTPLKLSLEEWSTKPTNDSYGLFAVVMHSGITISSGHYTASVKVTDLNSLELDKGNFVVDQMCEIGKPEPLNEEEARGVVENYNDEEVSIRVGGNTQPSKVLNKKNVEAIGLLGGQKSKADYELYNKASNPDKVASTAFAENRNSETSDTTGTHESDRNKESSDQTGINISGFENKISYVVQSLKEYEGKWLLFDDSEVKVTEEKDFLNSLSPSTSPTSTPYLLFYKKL
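1 nM enzyme complex + cpd, 15 min RT; start with Ub-Rho 150nM final; kinetic fluorescence ex 480/em 540, 6 reads q60 s. Buffer 50mM HEPES pH 7.8, 0.5mM EDTA, 0.1 mg/ml BSA, 1mM TCEP, 0.01% Tween-20.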
TrxR1 inh = qHTS Assay for Inhibitors of Mammalian Selenoprotein Thioredoxin Reductase 1 (TrxR1): qHTS; 390,000 tested, 1% active; Thioredoxin reductase 1, cytoplasmic (Rattus norvegicus), O89049; AID 588453, 2011; recombinant rTrxR1, NADPH fluorescence consumption, selenite substrate; Potency, µM (titrated, usually from 114 µM), for inactives: at the highest dose activity change, negative = inhibition, actives largely listed as inhibitors; also: potency is read from the fitted curve at half-maximal effect; % is scaled to controls: 0 for no effect and ±100 for the full control effect; nearly all actives have a fitted effect of over 65% in size
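Rat TrxR1 (90 nM in the dispensed reagent) was pre-reduced with 400 uM NADPH for 5 min at room temperature, then incubated with compound for 15 min. After 400 uM selenite was added, NADPH fluorescence (Ex 340/Em 450 nm) was followed for 8 min.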
LDHA inh = qHTS assay for inhibitors of human lactate dehydrogenase | activity change, % (values are at about 110 or 230 µM) | AID 1347041, 2019 | 480,000 tested, 0.15% active | purified LDHA, NADH/diaphorase-resazurin fluorescence; hits give low values; in the data active = activity change below about -30%; inconclusive = mostly about -25% to -30%;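 also: plate controls were DMSO wells for no effect and wells without enzyme for full effect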
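Remaining NADH was detected by diaphorase (0.133 mg/mL) converting 37 µM resazurin to fluorescent resorufin, read at 0 and 20 minutes. The preceding 5-minute room-temperature reaction used 2 nM LDHA, 0.2 mM sodium pyruvate and 0.06 mM NADH at pH 7.4.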
GRP78 ERSR act = qHTS for Inducers of the Endoplasmic Reticulum Stress Response (ERSR) in Human Glioma: qHTS. U87-MG GRP78 promoter luciferase reporter, 16 h. Potency, µM, for the others: at the highest dose activation, usual class: activators. 420,000 tested, 0.02% active. AID 602332, 2012; also: potency is read from the fitted curve at half-maximal effect; series mostly up to about 76 µM; % of control where 0% means no effect; nearly all actives have a fitted effect of over 35% in size
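Stably transfected U87-MG glioma cells carrying a GRP78-based luciferase sensor; 16 h compound incubation. Luminescence end-point read 10 min after Bright-Glo addition at room temperature.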
RGS4 inhibitor = Inhibitors of Regulator of G Protein Signaling (RGS) 4: qHTS | Regulator of G-protein signaling 4 (Homo sapiens), P49798 | Transcreener GDP fluorescence polarization, RGS4-accelerated GTP hydrolysis | Potency, µM (highest dose often 114 µM), without a hit: at the highest dose activity change, negative = inhibition, usual class: inhibitors | 390,000 tested, 0.039% active; also: potency is read from the fitted curve at half-maximal effect; % is scaled to controls: 0 for no effect and ±100 for the full control effect; nearly all actives have a fitted effect of over 75% in size; some results filed as inactive show a strong effect at the top dose
Target sequence (P49798 whole entry, looked up): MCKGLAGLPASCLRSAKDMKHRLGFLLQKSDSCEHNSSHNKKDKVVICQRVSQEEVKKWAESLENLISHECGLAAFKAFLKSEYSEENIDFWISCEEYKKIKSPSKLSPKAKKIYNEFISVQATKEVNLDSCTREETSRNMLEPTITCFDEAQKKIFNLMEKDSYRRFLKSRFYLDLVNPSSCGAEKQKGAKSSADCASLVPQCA
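MLSMR compounds (23 nl, pin-transferred) preincubated 10 min at room temperature with a 500nM (2x) first reagent, then RGS4 at 900nM (2x) plus Transcreener GDP mix added; fluorescence polarization (620/688 nm) read before and after 90 min at 30 °C.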
Vif-A3G inh = qHTS for Inhibitors of Vif-A3G Interactions: qHTS; DNA dC->dU-editing enzyme APOBEC-3G (Homo sapiens), Q9HC16; HeLa A3G-eYFP + Vif (tagged APOBEC3G with the HIV-1 protein that degrades it), YFP fluorescence, overnight; Potency, µM (highest dose often 46.1 µM), for the others: at the highest dose activity, negative = active, actives largely listed as inhibitors; 410,000 tested, 0.076% active;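 also: potency is read from the fitted curve at half-maximal effect; % is scaled to controls: 0 for no effect and ±100 for the full control effect; nearly all actives have a fitted effect of over 60% in size; hits raise eYFP signal because A3G escapes Vif-driven loss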
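HeLa cells stably expressing Vif and C-terminally eYFP-tagged A3G, seeded overnight at 37 deg C, then exposed to compound by pintool overnight at 37 deg C. Rise in yellow fluorescence (Ex 488/Em 500-530, Acumen) marks blocked Vif-driven A3G degradation.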
Vif-APOBEC3F blk = qHTS for Inhibitors of Vif-A3F Interactions: qHTS | 390,000 tested, 0.2% active | Potency, µM (series often up to 46.1 µM), for the others: at the top dose activity, negative = active | HeLa A3F-eYFP + Vif (tagged APOBEC3F with the HIV-1 protein that degrades it), YFP fluorescence increase | AID 602313, 2012; also: potency is read from the fitted curve at half-maximal effect; % of control where 0% means no effect; nearly all actives have a fitted effect of over 65% in size
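Fluorescence increase (Ex 488/Em 500-530) after overnight compound treatment at 37 deg C flags inhibition of Vif-driven A3F-eYFP loss in stable HeLa A3F-eYFP/Vif cells seeded overnight beforehand.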
mIDH1 inhibitor = qHTS for Inhibitors of mutant isocitrate dehydrogenase 1 (IDH1): qHTS | Isocitrate dehydrogenase [NADP] cytoplasmic (Homo sapiens), O75874 | IDH1-R132H enzyme, NADPH consumption, diaphorase/resazurin fluorescence | Potency, µM (top dose mostly 76.6 µM), inactives show top-dose activity change, negative = inhibition, most hits filed as inhibitors | 390,000 tested, 0.093% active; also: potency is read from the fitted curve at half-maximal effect; % is scaled to controls: 0 for no effect and ±100 for the full control effect; nearly all actives have a fitted effect of over 65% in size
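IDH1-R132H (0.5 ug/mL) preincubated 30 min with compound, then NADPH (0.016 mM) and alpha-KG (2 mM) added; 80 min at RT, pH 7.5. Remaining NADPH coupled via diaphorase/resazurin to fluorescence (540/590 nm); concentration-response curves normalized to no-enzyme control.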
TrxR1 substrate = qHTS Assay for Substrates of Mammalian Selenoprotein Thioredoxin Reductase 1 (TrxR1): qHTS; Thioredoxin reductase 1, cytoplasmic (Rattus norvegicus), O89049; purified TrxR1 substrate turnover, NADPH consumption readout; Potency, µM (titrated, usually from 114 µM), for inactives: at the top dose activity change, negative = substrate turnover; 390,000 tested, 0.01% active; also: potency is read from the fitted curve at half-maximal effect; % is scaled to controls: 0 for no effect and ±100 for the full control effect; nearly all actives have a fitted effect of over 50% in size
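Rat TrxR1, dispensed at 90 nM, was prereduced with 400 uM NADPH (final) for 5 min at ~22 deg C, then incubated with compound 15 min before 400 uM selenite. A first-read NADPH fluorescence drop versus no-compound background flagged substrates.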
Starred values were filed as active, the others as inactive; u = inconclusive; x = no result given; [ ] = another dose, or the depositor's remark. Unless noted, calls follow the shape of the dose curve; as a rule, active = well fitted curve in the direction sought with a large enough effect; inconclusive = small, poorly fitted or top-dose-only effect, or another doubt; inactive = no such curve, though single readings can be large; an effect the other way counts as inactive or inconclusive. Not all compounds are listed, so the mix of outcomes need not match the whole.

SMILES	USP1-UAF1 inh	TrxR1 inh	LDHA inh	GRP78 ERSR act	RGS4 inhibitor	Vif-A3G inh	Vif-APOBEC3F blk	mIDH1 inhibitor	TrxR1 substrate
O=C(CCc1c[nH]c2ccccc12)OCc1cccc([N+](=O)[O-])c1	-9%	3%	-4	-1%	-15%	-4%	-4%	18%	-9%
Cc1cc(C)n(-c2nc(NCc3cccnc3)c3c4c(sc3n2)COC(C)(C)C4)n1	-16%	20%[57.1 µM]	2	-4%	-14%[11.4 µM]	-2%	-3%	-3%	45%[activator][57.1 µM]
O=C(Nc1ccccc1N1CCOCC1)c1ccc([N+](=O)[O-])o1	-11%	u	-1	-5%	33%	-8%	0%	-2%	-6%
CCOc1cc(/C=C/c2ccc3cccc([N+](=O)[O-])c3n2)ccc1O	-10%	u	-3	6%	4%	2%	7%	5%	-17%
Cc1ccc(N(C)S(=O)(=O)c2c(-c3ccccc3)csc2C(=O)O)cc1	-14%	15%	-3	-1%	-4%	-5%	-1%	-3%	5%
COc1ccc(NC(=O)C2CCC(N3C(=O)C4CCCCC4C3=O)CC2)cc1 (stereo not drawn)	0%	-10%[57.1 µM]	-4	-3%	-1%	1%	4%	21%	-4%[57.1 µM]
CCNc1nc(NCC)n2c(SC(C(=O)Nc3cc(Cl)cc(Cl)c3)c3ccccc3)nnc2n1 (stereo not drawn)	-11%	u	-5	-4%	5%	0%	-16%	-4%	0%
COc1cc(CC(=O)NCC2CCCCC2)cc(OC)c1OC	-9%	-2%	-3	3%	-6%	4%	12%	2%	-1%
CC(Nc1nc(N2CCNCC2)nc2ccccc12)c1ccccc1 (stereo not drawn)	-9%	8%[57.1 µM]	-6	-9%	-20%	u	u	u	40%
Cc1cc(C(=O)NC(C)c2ccccc2)c2cc(F)ccc2n1 (stereo not drawn)	-10%	-4%[57.1 µM]	-4	-1%	-9%	1%	-1%	-3%	-4%
CCc1ccc(CN(Cc2ccco2)C(=O)c2cc(-c3ccc(Cl)cc3)on2)cc1	-25%	41%[activator]	3	-3%	-18%	0%	0%	-2%	6%
O=C(CCSc1ccccc1)Nc1ccc(OCc2ccccc2)cc1	-5%	-2%	-16	-5%	8%	-5%	-9%	-1%	-2%
CC(NC(=O)Nc1ccc(Cl)cc1)C(c1cccs1)N1CCOCC1 (stereo not drawn)	-17%	5%[57.1 µM]	-2	-3%	-16%	2%	2%	1%	5%[57.1 µM]
O=S(=O)(/N=S1\CC=CCN1S(=O)(=O)c1ccccc1)c1ccccc1 (stereo not drawn)	u	26%	-7	-4%	-125%	1%	-5%	-16%	-15%
CCOc1ccc(-n2c(SCC(=O)Nc3nccs3)nnc2-c2ccoc2C)cc1	-19%	10%	-5	3%	1%	-7%	4%	0%	1%
CCN(C(=O)/C=C/c1ccc2c(c1)OCO2)c1ccccc1	-19%	1%	-1	1%	-7%	2%	1%	5%	-8%
Cc1ccccc1CSc1nn2c(=O)c(C)nnc2s1	-17%	13%[57.1 µM]	-10	-1%	12%	-2%	-15%	-6%	-3%[57.1 µM]
Fc1cccc2sc(Nc3nc4cc5c(cc4s3)OCO5)nc12	-19%	-1%	-6	3%	-20%	-17%	u	-1%	18%
COc1cc(OC)cc(C(=O)OCc2cc3ccccc3[nH]c2=O)c1	-15%	-5%	3	-5%	-40%	0%	-7%	3%	0%
Cc1cccc(/C=C2/SC(=O)N(Cc3ccccc3)C2=O)n1	-14%	7%[57.1 µM]	-3	0%	-11%	-10%	1%	3%	7%[57.1 µM]
CC12CCC(C(=O)N3CCN(c4ccccc4)CC3)(CC1=O)C2(C)C (stereo not drawn)	-5%	2%	0	-6%	12%	-3%	-9%	2%	2%
CC(C)(C)c1ccc(C(=O)NC2CCN(Cc3ccccc3)CC2)cc1	-8%	31%	-3	-1%	15%	1%	-6%	1%	5%
O=C(N/N=C/c1ccc(Br)cc1)c1cc[n+]([O-])cc1	6%	-9%	2	-3%	9%	2%	5%	5%	-13%
O=S(=O)(c1ccc(Cl)cc1)c1nnn2c1nc(NC1CCCCC1)c1sccc12	-23%	18%	3	-3%	0%	3%	4%	-19%	9%
O=C(O)/C=C/c1cn(-c2ccccc2)nc1-c1cccs1	-17%	4%	-17	5%	-2%	-8%	7%	-2%	57%[activator]
O=C(Oc1ccc(Br)cc1C(=O)/C=C/c1ccccc1F)c1ccco1	-20%	-24%	-1	-12%	u	-12%	u	6%	5%
COC(=O)c1ccccc1NCCO	-17%	36%[activator]	-5	-3%	-4%	-3%	-9%	11%	174%[activator][57.1 µM]
COC(=O)Cc1c(C)c2ccc(O)c(CNCc3ccc(OC)c(OC)c3)c2oc1=O	-20%	u	4	-2%	-28%[56.9 µM]	0%	2%	4%	x
Cc1cccc(C)c1NC(=O)C(NC=O)c1ccc(N(C)C)cc1 (stereo not drawn)	-8%	4%[57.1 µM]	0	-5%	-12%	-7%	0%	-4%	0%[57.1 µM]
O=C(Cn1cccc1C(=O)c1ccccc1)NCc1cccnc1	-23%	9%	-1	1%	-1%	-5%	9%	4%	-4%
O=C(Oc1ccc(Br)cc1)c1n[nH]c(=O)c2ccccc12	-17%	12%[57.1 µM]	5	0%	-10%	-4%	u	2%	-2%[57.1 µM]
Cc1cc(C)c(S(=O)(=O)/N=C2\C=C(NS(=O)(=O)c3ccccc3)C(=O)c3ccccc32)c(C)c1	u	-15%	8	-1%	-21%	-5%	1%	8%	-4%
Cc1ccc(NC(=O)COC(=O)Cc2csc(-c3ccc(Cl)cc3)n2)cc1C	-3%	-8%	-1	0%	u	-1%	-20%	4%	-15%
CCN(c1cccc(C)c1)C(CNS(=O)(=O)c1ccccc1)c1ccccc1 (stereo not drawn)	u	20%	-1	x	-9%	x	x	x	-1%
Cc1cc2cc(CNC(=O)Cc3ccc([N+](=O)[O-])cc3)ccc2n1C	-3%	24%[57.1 µM]	-17	-2%	21%	-1%	-12%	4%	4%[57.1 µM]
COC(=O)C1CCN(C(=O)COC(=O)C2CCN(S(=O)(=O)c3ccc(C)c(C)c3)CC2)CC1	-22%	0%	-6	1%	12%	2%	-3%	3%	-2%
O=C(CSc1nc2ccccc2o1)Nc1ccccc1N1CCOCC1	-15%	9%[57.1 µM]	-3	-5%	18%	-2%	-1%	2%	10%[57.1 µM]
COc1ccc(-c2cn3c(n2)sc2cc(C(=O)NCCCN4CCCCCC4)ccc23)cc1	u	16%	-17	1%	10%	4%	u	0%	2%[11.4 µM]
O=C(CSc1nnnn1-c1ccccc1)Nc1ccccc1	1%	8%	-4	-3%	12%	-2%	9%	3%	1%[2.29 µM]
COc1cc(/C=N/NC(=O)c2ccncc2)c([N+](=O)[O-])cc1OC	-23%	2%[2.29 µM]	3	-5%	10%	0%	7%	-6%	-7%
COC1=CCC2([N+](=O)[O-])CN(CC(=O)O)CC1([N+](=O)[O-])C2 (stereo not drawn)	-18%	12%	-3	-2%	-11%	-7%	6%	2%	7%
CCOP(=O)(CN(CC)C(=O)c1ccccc1Br)OCC	-18%	6%[57.1 µM]	-1	-1%	-9%	2%	-16%	3%	5%[57.1 µM]
Cc1ccc(-n2c(=O)c3ccc(C(=O)NCc4ccccc4Cl)cc3n(Cc3ccccc3F)c2=O)cc1	1%	26%	-2	-3%	-3%	-2%	0%	6%	7%
COc1ccc(-c2cc3c(=O)n(CC(=O)Nc4ccc(Br)c(C)c4)ccn3n2)cc1OC	-20%	13%[57.1 µM]	-3	x	-2%	x	x	x	1%[57.1 µM]
Nc1ncncc1-c1ccc(Cl)cc1	-22%	-6%	-2	-4%	-8%	-6%	0%	-11%	-7%

Reformatted: results already given.
Molecule: CCOP(=O)(CN(CC)C(=O)c1ccccc1Br)OCC
  USP1-UAF1 inh = -18%
  TrxR1 inh = 6%[57.1 µM]
  LDHA inh = -1
  GRP78 ERSR act = -1%
  RGS4 inhibitor = -9%
  Vif-A3G inh = 2%
  Vif-APOBEC3F blk = -16%
  mIDH1 inhibitor = 3%
  TrxR1 substrate = 5%[57.1 µM]

Molecule: O=C(CSc1nnnn1-c1ccccc1)Nc1ccccc1
  USP1-UAF1 inh = 1%
  TrxR1 inh = 8%
  LDHA inh = -4
  GRP78 ERSR act = -3%
  RGS4 inhibitor = 12%
  Vif-A3G inh = -2%
  Vif-APOBEC3F blk = 9%
  mIDH1 inhibitor = 3%
  TrxR1 substrate = 1%[2.29 µM]
